# Screening results: PubChem BioAssay, several laboratories
# pCIP destab: compounds decreasing mouse p/CIP protein stability; F442A p/CIP-EGFP cells, EGFP fluorescence, 16 h; 290,000 tested, 0.01% active; decrease of EGFP signal, % at 10 µM; Q05BA5;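 active = EGFP signal decrease of at least 30% at 10 µM or well 3 SD below plate mean, unless failing retest; inactive = the rest, including hits failing retest or dose response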; note: some compounds called inactive have numbers as strong as hits; many of its hits are not listed in these tables
# SUMO HTRF inh: inhibitors of human SUMOylation (UBC9) | P63279 | HTRF SUMOylation assay, SAE1/SAE2 + UBC9, in vitro | inhibition, % at 35 µM | 290,000 tested, 0.36% active; in the data active = inhibition above about 50%, passing the limit was not always enough; note: strong numbers were not always called active
# Target sequence (P63279 whole entry, looked up): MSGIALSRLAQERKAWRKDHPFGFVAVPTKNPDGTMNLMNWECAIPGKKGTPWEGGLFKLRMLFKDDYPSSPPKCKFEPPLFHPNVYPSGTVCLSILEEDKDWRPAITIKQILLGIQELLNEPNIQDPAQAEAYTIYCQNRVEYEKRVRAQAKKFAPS
# IMP-1 inhibitor: blocks Pseudomonas aeruginosa IMP-1 metallo-beta-lactamase; purified IMP-1, nitrocefin hydrolysis, epi-absorbance fluorescence; inhibition, % at 5.6 µM; 290,000 tested, 0.45% active; AID 1556;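 active = inhibition above the mean plus 3 SD of all compounds in the same screening run, cut at about 4.5% in these data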;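 note: 0% = IMP-1 with DMSO and 100% = DMSO wells lacking enzyme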
#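 system = purified recombinant IMP-1 beta-lactamase | amount = 0.2 nM IMP-1, as dispensed | medium = HEPES buffer pH 7.1 with ZnSO4 and Brij 35 | times = 25 °C, 15 min preincubation, 25 min reaction | detection = plate fluorescence quenching by hydrolysis product, ex 480/em 530 nm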
# GalR3 antagonist: antagonists of human GalR3; O60755; HEK293 GalR3-CNG cAMP membrane potential fluorescence; galR3 body fused to GalR1 C-terminus; inhibition, % at 3 µM; 360,000 tested, 0.44% active;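 active = inhibition above the screen-wide average plus 3 SD, cut at about 13% in these data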;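 note: forskolin and galanin both at EC90 stimulate the cells; cAMP rise reported by CNG channel membrane potential dye signal; 0% = forskolin plus galanin with DMSO and 100% = forskolin alone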
# Target sequence (O60755 1-299 limits assumed): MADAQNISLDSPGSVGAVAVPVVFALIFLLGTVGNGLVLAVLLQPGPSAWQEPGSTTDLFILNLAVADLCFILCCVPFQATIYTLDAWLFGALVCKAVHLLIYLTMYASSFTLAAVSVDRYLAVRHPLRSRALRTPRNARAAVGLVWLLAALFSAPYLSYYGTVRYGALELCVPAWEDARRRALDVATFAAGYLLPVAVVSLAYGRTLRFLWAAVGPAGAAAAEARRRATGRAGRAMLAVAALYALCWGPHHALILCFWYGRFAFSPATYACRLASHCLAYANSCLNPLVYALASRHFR
# CRFBP-R2 block: blocks CRF-induced signaling of the CRF-BP/CRF-R2 complex; HEK293 CRF-R2/CRF-BP, CRF-induced calcium fluorescence; inhibition, % at 11.8 µM; 350,000 tested, 0.59% active;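 active = inhibition of the ligand-induced calcium signal above about 50% at the single tested concentration, limit read from the data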
# IDE cell activ: IDE (human) activation, cell-based; HEK cells, FAbeta-B cleavage, fluorescence polarization; 0% vehicle, 100% cell-free pure enzyme wells; activation, % at 5.96 µM; P14735; 340,000 tested, 0.073% active;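 active = activation above the mean of all tested compounds plus 3 SD, set per screening campaign, cut at about 17% in these data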
# VIM-2 inhibitor: inhibitors of Pseudomonas aeruginosa VIM-2 metallo-beta-lactamase; purified VIM-2, nitrocefin hydrolysis, epi-absorbance fluorescence; inhibition, % at 5.6 µM; 290,000 tested, 0.89% active; AID 1527;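 active = inhibition above the mean of all tested compounds plus 3 SD, cutoff set per screening run, cut at about 7.5% in these data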;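 note: red hydrolysis product quenches plate fluorescence so inhibitors raise well fluorescence; 0% = enzyme with DMSO and 100% = DMSO without enzyme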
# HCV NS3 hel inh: blocks Hepatitis C virus NS3 helicase unwinding | NS3 helicase DNA unwinding, Cy5 molecular beacon fluorescence | inhibition, % at 10.9 µM | 290,000 tested, 0.56% active | AID 1800;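 active = inhibition above the mean of all tested compounds plus 3 SD, set per campaign, cut at about 35% in these data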;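 note: 0% = DMSO wells and 100% = thioflavine S control wells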
#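 Material: hepatitis C virus NS3 helicase domain fragment enzyme; measured by: Cy5 fluorescence, 0 and 60 min reads; control set: DMSO and thioflavine S; incubation: 60 min unwinding reaction at 25 °C after ATP addition; read-out basis: % inhibition from 60/0 min fluorescence ratio, DMSO 0%, thioflavine S 100%; repeats: singlicate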
# IDE inh: cellular human IDE inhibition; HEK cells, FAbetaB cleavage, fluorescence polarization; inhibition, % at 5.59 µM; 320,000 tested, 0.41% active;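 active = percent inhibition above the average of all tested compounds plus 3 SD, set per screening campaign, cut at about 16% in these data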;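 note: IDE supplied by intact live HEK cells; FP after avidin binding of uncleaved biotin substrate so inhibition keeps polarization high; 0% = DMSO wells and 100% = 60 µM reference IDE inhibitor Ii1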
# Active calls of the source: *; x = no result given.
SMILES,pCIP destab,SUMO HTRF inh,IMP-1 inhibitor,GalR3 antagonist,CRFBP-R2 block,IDE cell activ,VIM-2 inhibitor,HCV NS3 hel inh,IDE inh
O=C(COC(=O)Cc1c[nH]c2ccccc12)NC1CCS(=O)(=O)C1 (stereo not drawn),x,x,x,-2,11,4,x,x,-5
O=[N+]([O-])c1cn(-c2nc(-c3ccco3)cc(C(F)(F)F)n2)cn1,-6,18,3.4,-3,8,4,-1.1,-2,7
CCN(CC(=O)Nc1ccc(NC(C)=O)cc1)C(=O)c1cccc(S(=O)(=O)N2CCCC2)c1,x,x,x,-3,-4,4,x,x,-2
CC(C)c1ccc(CC(NC(=O)c2ccccc2)C(=O)NCC(=O)O)cc1 (stereo not drawn),-3,5,-1.1,-6,15,9,0.5,0,1
CC(C(=O)N1CCN(C(=O)c2ccco2)CC1)n1sc2ccccc2c1=O (stereo not drawn),8,10,-3.5,-7,6,4,-2.1,-7,4
O=C(COC(=O)c1ccc(Cl)nc1)NC(=O)c1ccc(OC(F)F)cc1,x,x,x,1,5,1,x,x,1
COc1c(C(=O)Nc2c(C)n(C)n(-c3ccccc3)c2=O)ccc2ccccc12,0,6,-1.6,-3,7,5,-2.3,0,0
Cc1ccc(-c2nc3ccccc3c(=O)n2N)cc1,1,2,-3.6,-8,4,2,-1.0,8,-3
C/C(=N\NC(=O)CSCc1ccc([N+](=O)[O-])cc1)c1ccccc1O,0,13,-6.1,-12,17,-2,-0.7,4,7
C=CCOc1ccc(CNc2ccc3[nH]c(=O)[nH]c3c2)cc1,-2,9,-1.1,-4,-3,-6,4.5,14,0
CN(C)C(CNC(=O)CNC(=O)c1ccc2ccccc2c1)c1ccccc1 (stereo not drawn),17,-16,-1.6,-8,5,4,-1.1,2,3
CC(=O)NS(=O)(=O)c1ccc(N=c2ssc3c2-c2cc(C)c(C)cc2NC3(C)C)cc1,1,0,-2.6,-3,0,-4,-2.0,13,0
Cc1csc(NC(=O)c2cn3ccccc3n2)n1,-10,14,-1.6,-3,9,-1,-1.0,-4,-1
O=[N+]([O-])c1cccc(-n2nnnc2CN2CCCCCC2)c1,-4,4,-2.1,-6,6,2,-0.9,-1,2
CCc1ccc(-c2csc(NC(=O)C3=COCCO3)n2)cc1,x,x,x,-7,-1,-6,x,x,-1
COC(=O)c1cc(C#N)c(Oc2ccc(OC)cc2)nc1C,-18,14,-4.0,-2,15,0,-5.6,-3,0
Cc1[nH]nc2c1C(c1cnn(C)c1)C(C#N)=C(N)O2 (stereo not drawn),8,1,-1.5,-3,-8,4,-1.1,6,4
O=Cc1cn(CCC(=O)O)nc1-c1cccc2ccccc12,-5,0,-3.8,-2,23,7,-2.1,8,-1
Cc1ccc(C(=O)Nc2ccc(S(=O)(=O)NCc3ccco3)cc2)cc1,-19,9,-5.3,2,-10,1,-2.8,-5,4
COCCCNC(=O)CN(Cc1ccccc1)S(=O)(=O)c1ccccc1,-1,2,-1.6,-9,-10,-1,-2.8,0,-2
CCCCCCC[C@@H](C/C=C/CCC(=O)O)OC,x,x,x,1,13,-1,x,x,2
Cc1cc(C)nc(N2C(=O)CC(Cc3ccccc3)C2=O)n1 (stereo not drawn),-7,17,-2.3,-5,0,5,-2.2,-9,1
CC(=O)Nc1cccc(NC(=O)CSc2nc3ccccc3o2)c1,-10,-18,0.8,-4,12,0,-3.0,-6,-1
CCCOc1ccc(/C(O)=C2/C(=O)C(=O)N(CCCOC)C2c2ccncc2)cc1 (stereo not drawn),-20,16,-0.4,-3,2,5,0.2,-15,3
O=C(CCN1CCCCC1)Nc1cccc(Cl)c1,8,9,-1.0,-1,-4,3,0.5,-10,-3
Cc1nn(Cc2ccccc2)c(Cl)c1/C=C/C(=O)OC(C(=O)NC(N)=O)C(C)C (stereo not drawn),3,10,-3.3,-5,10,3,1.7,-7,2
C=CCNC1=C(Cl)C(=O)N(c2cccc(Cl)c2Cl)C1=O,-1,8,-2.9,-3,5,9,-3.2,7,1
COc1ccc(NC(=O)c2ccc3ccccc3n2)cc1S(=O)(=O)Nc1ccccc1Cl,-2,3,-3.0,1,6,-1,-2.5,0,6
CCCc1cc(=O)[nH]c(SCC(=O)c2cc(C)n(CCC)c2C)n1,0,9,-4.4,-2,12,-4,-4.5,1,-6
CCCCn1c(=N)n(CCOc2ccc(C)cc2)c2ccccc21,-1,-11,-0.6,-3,-20,3,-1.7,-60,3
CC1CC(C)CN(c2oc(-c3ccco3)nc2C#N)C1 (stereo not drawn),7,8,0.5,-6,-2,-2,-2.6,4,-6
CCN(C(=O)COC(=O)CNC(=O)c1sc2ccccc2c1Cl)C1CCCCC1,x,x,x,-2,4,-2,x,x,3
CC(C)CN1CCC(=O)N(CCOc2ccccc2)CC1,3,9,-3.2,2,9,-1,-3.3,22,3
Clc1ccsc1-c1csc(-c2cccnc2)n1,-8,8,-0.8,-2,-5,-3,-0.3,3,-4
CCN(CC)CCOc1nnc(-c2ccc(OC)cc2)c2ccccc12,-10,-4,-3.3,-11,15,1,0.4,1,3
CCN(CC)C(=O)c1cc(-c2ccc3c(c2)OCO3)on1,-2,0,-1.4,2,14,4,0.8,-5,1
Oc1ccc(N=Cc2sc3ccccc3c2Cl)cc1,0,48,-1.9,2,-6,0,1.1,15,0
COC(=O)c1cnn(-c2nc(-c3ccccc3)cs2)c1N,-5,-8,-1.3,-10,-34,2,-1.0,-17,-3
CC(C)N(C(=S)Nc1cc(S(=O)(=O)N2CCOCC2)ccc1Cl)c1ccccc1,-2,9,-2.4,3,-4,-4,-3.9,1,2
CCc1nnc(NC(=O)c2ccc3c(c2)C(=O)N(CC(C)C)C3=O)s1,-2,14,-2.4,-2,x,x,-2.0,-3,x
Cc1ccc(OCC(=O)NC(=S)Nc2cccc(NC(=O)c3ccccc3)c2)cc1,0,10,0.0,-10,-17,-2,-0.4,2,5
COc1cccc(CNc2ncn[nH]2)c1OCc1ccc(F)cc1,-4,4,-1.6,10,1,5,0.9,-7,7
Cc1nnc(SC(C)C(=O)NCC2CCCO2)s1 (stereo not drawn),x,x,x,4,-2,5,x,x,0
O=C(Nc1cccc(NC(=O)c2ccccc2[N+](=O)[O-])n1)c1ccccc1[N+](=O)[O-],-14,4,-0.7,-3,1,-2,0.6,-2,1
CCn1c(SCC(=O)Nc2ccccc2)nnc1C1CCCCC1,-7,4,-1.2,-3,-20,3,-0.9,-1,4
O=C1C(C=NCc2ccco2)=C(O)c2ccccc21,2,19,-1.8,5,1,6,-2.5,-4,3
CCn1c(-c2sc(-c3ccccc3)nc2C)n[nH]c1=S,-7,17,-2.9,-5,0,-1,-2.3,2,0
O=C(CNC(=O)c1ccccc1F)OCC(=O)c1ccc(Cl)s1,2,-7,-2.3,-4,3,3,-0.9,16,2
CS(=O)(=O)c1cccc(C(=O)OCCCC(=O)c2ccccc2)c1,x,x,x,-5,15,17,x,x,3
O=C(CSc1nnnn1C1CCCCC1)N1CCc2ccccc21,0,5,-1.8,-7,-26,3,-4.1,5,4
CC(=O)c1ccc(N2CCN(C(=O)c3nn(C)c4c3CS(=O)(=O)c3ccccc3-4)CC2)cc1,-8,8,-2.8,2,-2,-3,-0.1,0,5
CN1CCc2nc3sc(C(=O)NCc4ccccc4)c(N)c3cc2C1,-6,26,-2.2,-4,-6,-3,-3.0,-6,4
CC1=CC(C)C(COC(=O)CN2CCCCC2)C(C)C1 (stereo not drawn),6,14,-1.5,-4,-11,2,-0.8,-13,8
COCCNC(=O)C(=O)Nc1cccc(Br)c1,5,12,-3.4,-6,22,-1,-1.2,-3,0
CC1=C(C(=O)Nc2ccccc2C)C(c2ccc(C)o2)N2C(=O)CSC2=N1 (stereo not drawn),-4,18,-0.8,-7,1,-6,0.3,6,-1
CCc1nc(OCc2ccccc2)c2sc3nc4c(cc3c2n1)COC(C)(C)C4,-10,-8,-0.5,-5,-1,7,-1.5,1,-7
Cn1cccc1C1NC(=O)c2c(sc3c2CCC(C(C)(C)C)C3)N1 (stereo not drawn),-6,14,-3.2,-5,-10,0,-1.8,22,4
CC(C)(C)CC(=O)Nc1nnc(CCc2ccccc2)s1,-12,-4,-2.5,5,-25,5,1.7,-7,11
Cn1c(O)c(N=NC(=O)CNC(=O)c2ccccc2)c2cc(Br)ccc21,-5,-4,-2.9,-7,-5,3,3.0,-2,2
CCS(=O)(=O)N1CCC(C(=O)Oc2ccc(Cl)cc2)CC1,-10,-2,-2.2,-7,8,-2,-2.9,5,6
# (more compounds)
SMILES,pCIP destab,SUMO HTRF inh,IMP-1 inhibitor,GalR3 antagonist,CRFBP-R2 block,IDE cell activ,VIM-2 inhibitor,HCV NS3 hel inh,IDE inh
O=C(Nc1nnc(-c2ccco2)s1)C1CCN(S(=O)(=O)c2ccc(Cl)cc2)CC1,-14,-3,-3.5,-8,-27,-2,-3.3,5,2
CCOc1ccc(S(=O)(=O)Nc2ccc3c(c2)OCO3)cc1,-2,4,-3.2,-7,-2,-2,-1.6,-5,7
CC(C)(C)OC(=O)C[C@H]1C/C=C\C[C@@H](CC(=O)N[C@@H](CO)Cc2ccccc2)C(=O)N2CCC[C@@H]2COC1=O,x,x,x,-3,-13,4,x,x,1
Cc1cc(C)c(C(=O)COC(=O)c2cccc(S(=O)(=O)NCc3ccccc3)c2)cc1C,3,-24,-2.0,-5,-22,3,-3.0,-3,5
Cc1cc[n+]2cc(-c3cccc([N+](=O)[O-])c3)c(-c3cccc([N+](=O)[O-])c3)cc2c1,-11,13,-0.3,1,7,4,0.5,-31,-1
COc1ccccc1C1(O)CCN(CC(=O)Nc2c(C)nn(C)c2C)CC1,-1,15,0.6,4,27,2,1.0,10,-2
COc1cccc2c1OC1(C)CC2NC(=O)N1Cc1ccccc1 (stereo not drawn),-14,17,-1.7,-3,-1,-3,-0.3,-5,7
CN(C)CCNC(=O)Nc1ccc(Cl)c(Cl)c1,0,14,-0.3,-10,-18,-5,-0.2,2,4
COc1ccc(O)c(CN2CCN(C/C=C/c3ccccc3)CC2)c1,-20,2,-2.7,-6,4,4,-1.8,-15,3

# Retrieved one by one from the entries so far (six):
SMILES,pCIP destab,SUMO HTRF inh,IMP-1 inhibitor,GalR3 antagonist,CRFBP-R2 block,IDE cell activ,VIM-2 inhibitor,HCV NS3 hel inh,IDE inh
COc1ccc(O)c(CN2CCN(C/C=C/c3ccccc3)CC2)c1,-20,2,-2.7,-6,4,4,-1.8,-15,3
CN(C)CCNC(=O)Nc1ccc(Cl)c(Cl)c1,0,14,-0.3,-10,-18,-5,-0.2,2,4
COc1cccc2c1OC1(C)CC2NC(=O)N1Cc1ccccc1 (stereo not drawn),-14,17,-1.7,-3,-1,-3,-0.3,-5,7
Cc1cc[n+]2cc(-c3cccc([N+](=O)[O-])c3)c(-c3cccc([N+](=O)[O-])c3)cc2c1,-11,13,-0.3,1,7,4,0.5,-31,-1
COc1ccccc1C1(O)CCN(CC(=O)Nc2c(C)nn(C)c2C)CC1,-1,15,0.6,4,27,2,1.0,10,-2
Cc1cc(C)c(C(=O)COC(=O)c2cccc(S(=O)(=O)NCc3ccccc3)c2)cc1C,3,-24,-2.0,-5,-22,3,-3.0,-3,5
